# Screening results: PubChem BioAssay, Fisher Drug Discovery Resource Center
# mcGAS inh: inhibitors of mouse cGAS; recombinant cGAS, Kinase-Glo ATP depletion luminescence; hit rate 0.15% among 160,000; Q8C6L5; AID 1259399; inhibition, % at 12.5 µM;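 also: 0% = negative control wells and 100% = reference inhibitor with no enzyme activity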
# hcGAS lum: blocks human cGAS activity. Q8N884. recombinant h-cGAS, ATP depletion, Kinase-Glo luminescence. inhibition, % at 12.5 µM. hit rate 0.081% among 290,000;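 also: 0% = vehicle reaction and 100% = reaction without DNA for no activity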
# Target sequence (Q8N884 whole entry, looked up): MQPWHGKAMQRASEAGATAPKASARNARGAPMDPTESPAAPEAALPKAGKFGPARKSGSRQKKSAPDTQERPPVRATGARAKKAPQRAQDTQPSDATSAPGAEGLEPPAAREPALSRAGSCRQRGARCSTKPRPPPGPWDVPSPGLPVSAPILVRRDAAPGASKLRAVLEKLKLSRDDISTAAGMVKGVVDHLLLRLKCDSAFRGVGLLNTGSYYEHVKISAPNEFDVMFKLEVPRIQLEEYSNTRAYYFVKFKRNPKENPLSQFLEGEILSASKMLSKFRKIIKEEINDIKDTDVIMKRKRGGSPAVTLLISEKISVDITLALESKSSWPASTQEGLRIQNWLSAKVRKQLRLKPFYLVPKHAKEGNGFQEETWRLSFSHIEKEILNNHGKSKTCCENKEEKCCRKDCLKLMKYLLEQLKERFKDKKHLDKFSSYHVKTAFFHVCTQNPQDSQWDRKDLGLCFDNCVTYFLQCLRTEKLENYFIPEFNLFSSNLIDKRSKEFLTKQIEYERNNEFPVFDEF
# NPYLR7 ag: mosquito NPYLR7 agonism. HEK293T NPYLR7/Galpha15, GCaMP6s calcium fluorescence. activation, % at 10 µM. AID 1259423. hit rate 0.15% among 270,000; in the data active = activation above about 40%;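 also: 0% = vehicle and 100% = reference agonist at the receptor; some compounds past the cut are filed as inactive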
# * = called active by the depositor; · = no result given; & = joins results of further samples. Rule as the data show it, unless noted: active = inhibition above about 40%; inactive = the rest.
SMILES,mcGAS inh,hcGAS lum,NPYLR7 ag
CN1CC(=O)N(CCCC(=O)N2CCC(c3nc4ccccc4s3)CC2)C1=O,·,-9,6
CC(C)CN(CC(=O)Nc1nc(CC(=O)NC(C)CCc2ccccc2)cs1)C(=O)c1ccc(Cl)cc1 (stereo not given),-4,-8,·
COc1cccc2cc(C(=O)Nc3cccc(C)c3)c(=N)oc12,-5,-4,-7
CCOC(=O)C1CCN(C(=O)c2csc(CSc3nnc(Cc4ccccc4)n3-c3cccc(Cl)c3)n2)CC1,-4,-13,-8
Cc1nn(C(C)(C)C)c(OC(=O)c2c(F)cccc2F)c1S(=O)(=O)c1ccccc1,-4,-6,0
COc1ccc(-c2nnc(SCC(=O)N/N=C\c3cccc(OC)c3O)n2-c2ccccc2)cc1OC,·,-8,-6
CCCC(C)C(=O)Nc1ccc(-c2nccs2)cc1 (stereo not given),·,-7,1
C[C@@H]1CN(C(=O)CCn2c(=O)oc3ccccc32)C[C@H](C)O1,-4,-7,-6
O=C1OC(Oc2cccc3cccnc23)(c2ccccc2)c2ccccc21 (stereo not given),·,0,-2
Cn1nnnc1SCC(=O)NC(=O)NC(C)(C)C,·,5,-8
O=c1ccc(C(F)(F)F)cn1Cc1nc(-c2ccccc2)no1,·,-6,2
O=C1C[C@H]2CC[C@@H](CN1)N2C(=O)Cc1ccccn1,·,-5,-3
CC1CCCCN1c1nnc(C(=O)NCCCN(C)C)c2ccccc12 (stereo not given),·,-18,4
CNc1ccc(-c2ccc(C(=O)NCCO)cc2)cn1,·,-3,-3
Cc1cccc(C)c1Cn1c(C)c(C(=O)NCc2cccc(C(F)(F)F)c2)sc1=O,·,5,-11
Cc1cc(F)ccc1NCC(=O)Nc1c(F)cccc1F,·,-12,13
Cc1cnccc1NCCNC(=O)c1cn2c(n1)CNCC2,-11,-6,4
CC(C)CNC(=O)C1CCCCC1c1nc2ccccc2s1 (stereo not given),·,0,-1
O=C1C(c2c(-c3ccccc3)[nH]n(-c3ccccc3)c2=O)=C(N2CCOCC2)C(=O)N1Cc1ccccc1,-9&-5,-10&0,9&6
O=C(Cc1ccccn1)N1CCC(c2ccccc2Cl)C1 (stereo not given),·,-3,11
CCN(Cc1nccn1C)C(=O)CC1C(=O)NCCN1Cc1cccnc1 (stereo not given),·,-3,19
CC(c1ccc(S(C)(=O)=O)cc1)N(C)C(=O)Nc1ccc(F)cc1F (stereo not given),-3,-6,2
Cc1cc(NC(=O)Cn2cnc3c(nnn3-c3ccc(Cl)cc3)c2=O)no1,-9,-4,-5
CCCCc1ccc(C(=O)Nc2c(-c3ccc(C(F)(F)F)cc3)nc3ccccn23)cc1,-8,-7,-2
Cn1cc(S(=O)(=O)NC(CN2CCCC2=O)c2cccc(C(F)(F)F)c2)cn1 (stereo not given),·,-7,4
O=c1ccc(-c2ccccc2)nn1CCNS(=O)(=O)CCc1ccccc1,-9,-6,-1
O=C(NCc1csc(-c2cnccn2)n1)[C@H]1Cc2ccccc2CN1,-20,-2,24
O=C1C(=O)N(CN2CCN(C(=O)c3ccco3)CC2)c2ccccc21,-3,-3,24
O=[N+]([O-])c1cccc(Nc2nc(OC(C(F)(F)F)C(F)(F)F)nc(N3CCOCC3)n2)c1,-5,-6,7
CCc1nnc(-c2ccc(NC(=O)NCC(CC(C)C)N3CCOCC3)cc2)o1 (stereo not given),·,-6,11
C[C@@H]1Cc2nc(C(C)(C)C)ncc2C(=O)N1Cc1cccc(C(F)(F)F)c1,·,2,16
Cc1ccc(Cn2ccnc2CN(CCN2CCOCC2)C(=O)CC(C)C)cc1,-3,0,4
O=C(CCCOc1ccccc1)N(Cc1ccco1)Cc1cc2ccccc2o1,-6,-5,-4
Cn1cccc1CC(=O)NNC(=O)Nc1ccc(Cl)c(Cl)c1,·,-3,5
Cc1nc(CN(C)C(=O)c2ccccc2-c2ncc[nH]2)no1,-8,-5,·
CC(C)C(=O)N1CCC1(C)C(=O)Nc1nc2ccccc2n1C (stereo not given),-8,-14,5
Cc1ccc(C)c(N2CC(O)(c3cccs3)[N+]3=C2CCCC3)c1 (stereo not given),-11,-7,-1
COc1ccc(NC(=O)N2CCc3cc(OC)c(OC)cc3C2c2ccccc2Cl)c(C)c1 (stereo not given),-6,-3,19
O=C(/C=C/c1cccs1)N1CCC(C2(Cc3ccc(F)cc3)NC(=O)N(C3CCOC3)C2=O)CC1 (stereo not given),-10,-8,8
Cc1ccn2c(=O)c(NC(=O)CC(c3ccccc3)c3ccccc3)c(C)nc2c1,·,18,-6
CC(C)=CC(=O)OCC(=O)NCc1ccc2c(c1)OCO2,·,-3,-2
O=C(Nc1cccc(F)c1)Nc1ccnn1C1CCN(Cc2c(F)cccc2F)CC1,-8&-5,-9&-2,16&2
CN(Cc1n[nH]c2c1CCCCC2)C(=O)CC1(c2ccc(-c3ccccc3)cc2)CC(=O)N(C)C1=O (stereo not given),-12,-8,16
Cc1cccc(NC2SC(=O)N(CCN3C(=O)c4ccccc4C3=O)C2=O)c1 (stereo not given),-6,-8,9
O=Cc1ccc(Sc2n[nH]c(Cc3ccccc3)n2)c([N+](=O)[O-])c1,·,0,3
COc1cc(SC)ccc1C(=O)NC1CCCC1,-5,-18,5
C=CCN1C(=O)NC(c2ccccc2F)C2=C1CN(Cc1ccc(F)cc1)C2=O (stereo not given),-6,-7,12
C=CCn1c(=O)c2c(nc3n(C(C)C)c(C)cn23)n(C)c1=O,·,-4,0
Cn1nc(C(=O)N2CCN(Cc3ccc(Br)s3)CC2)ccc1=O,-4,-1,3
Cc1cccnc1CN1CCN(Cc2ccc(N(C)C)nc2)CC1,·,-1,-5
O=C(Nc1ccc2[nH]cc(CCN3CCc4ccccc4C3)c2c1)c1cccc2ccccc12,-8,-10,2
CC(=O)NCC1CCN(C(=O)c2cn(CCN(C)C)c3ccccc23)CC1,·,-5,1
COc1cc(OC)cc(C(=O)NC(C(=O)N2CCCC(C(F)(F)F)C2)C(C)C)c1 (stereo not given),·,-4,1
CCOC(=O)c1c(NC(=O)C(C)Oc2ccccc2)c(-c2ccc(OC)c(OC)c2)cn1Cc1ccccc1 (stereo not given),1,3,9
Cc1cc(Cl)cc2sc(N(CCCn3ccnc3)C(=O)c3cccs3)nc12,-8,-6,-11
CC1(C(=O)NS(=O)(=O)Cc2ccccc2)CCN1C(=O)C1(c2ccc(Cl)cc2)CC1 (stereo not given),·,-7,1
COc1cc(/C=C/c2[nH]c(=O)[nH]c(=O)c2[N+](=O)[O-])cc(OC)c1OC,2,5,8
CC1CN(S(=O)(=O)NC2CCN(C3CCCC3)C2)CC(C)O1 (stereo not given),·,-6,7
COc1ccc(NC(=O)[C@@H]2O[C@H](CO)[C@H](O)[C@H](O)[C@H]2O)cc1F,-7,-6,3
O=C(c1cccc(Br)c1)N(CC(=O)N1CCc2sccc2C1COc1ccccc1)CC1CCCO1 (stereo not given),-5,-4,-2

# 27 of the compounds above, as tab-separated lines.
Structure	mcGAS inh	hcGAS lum	NPYLR7 ag
Cn1cccc1CC(=O)NNC(=O)Nc1ccc(Cl)c(Cl)c1	·	-3	5
Cc1nc(CN(C)C(=O)c2ccccc2-c2ncc[nH]2)no1	-8	-5	·
CC(C)C(=O)N1CCC1(C)C(=O)Nc1nc2ccccc2n1C (stereo not given)	-8	-14	5
Cc1ccc(C)c(N2CC(O)(c3cccs3)[N+]3=C2CCCC3)c1 (stereo not given)	-11	-7	-1
COc1ccc(NC(=O)N2CCc3cc(OC)c(OC)cc3C2c2ccccc2Cl)c(C)c1 (stereo not given)	-6	-3	19
O=C(/C=C/c1cccs1)N1CCC(C2(Cc3ccc(F)cc3)NC(=O)N(C3CCOC3)C2=O)CC1 (stereo not given)	-10	-8	8
Cc1ccn2c(=O)c(NC(=O)CC(c3ccccc3)c3ccccc3)c(C)nc2c1	·	18	-6
CC(C)=CC(=O)OCC(=O)NCc1ccc2c(c1)OCO2	·	-3	-2
O=C(Nc1cccc(F)c1)Nc1ccnn1C1CCN(Cc2c(F)cccc2F)CC1	-8&-5	-9&-2	16&2
CN(Cc1n[nH]c2c1CCCCC2)C(=O)CC1(c2ccc(-c3ccccc3)cc2)CC(=O)N(C)C1=O (stereo not given)	-12	-8	16
Cc1cccc(NC2SC(=O)N(CCN3C(=O)c4ccccc4C3=O)C2=O)c1 (stereo not given)	-6	-8	9
O=Cc1ccc(Sc2n[nH]c(Cc3ccccc3)n2)c([N+](=O)[O-])c1	·	0	3
COc1cc(SC)ccc1C(=O)NC1CCCC1	-5	-18	5
C=CCN1C(=O)NC(c2ccccc2F)C2=C1CN(Cc1ccc(F)cc1)C2=O (stereo not given)	-6	-7	12
C=CCn1c(=O)c2c(nc3n(C(C)C)c(C)cn23)n(C)c1=O	·	-4	0
Cn1nc(C(=O)N2CCN(Cc3ccc(Br)s3)CC2)ccc1=O	-4	-1	3
Cc1cccnc1CN1CCN(Cc2ccc(N(C)C)nc2)CC1	·	-1	-5
O=C(Nc1ccc2[nH]cc(CCN3CCc4ccccc4C3)c2c1)c1cccc2ccccc12	-8	-10	2
CC(=O)NCC1CCN(C(=O)c2cn(CCN(C)C)c3ccccc23)CC1	·	-5	1
COc1cc(OC)cc(C(=O)NC(C(=O)N2CCCC(C(F)(F)F)C2)C(C)C)c1 (stereo not given)	·	-4	1
CCOC(=O)c1c(NC(=O)C(C)Oc2ccccc2)c(-c2ccc(OC)c(OC)c2)cn1Cc1ccccc1 (stereo not given)	1	3	9
Cc1cc(Cl)cc2sc(N(CCCn3ccnc3)C(=O)c3cccs3)nc12	-8	-6	-11
CC1(C(=O)NS(=O)(=O)Cc2ccccc2)CCN1C(=O)C1(c2ccc(Cl)cc2)CC1 (stereo not given)	·	-7	1
COc1cc(/C=C/c2[nH]c(=O)[nH]c(=O)c2[N+](=O)[O-])cc(OC)c1OC	2	5	8
CC1CN(S(=O)(=O)NC2CCN(C3CCCC3)C2)CC(C)O1 (stereo not given)	·	-6	7
COc1ccc(NC(=O)[C@@H]2O[C@H](CO)[C@H](O)[C@H](O)[C@H]2O)cc1F	-7	-6	3
O=C(c1cccc(Br)c1)N(CC(=O)N1CCc2sccc2C1COc1ccccc1)CC1CCCO1 (stereo not given)	-5	-4	-2

# Next section.
SMILES,mcGAS inh,hcGAS lum,NPYLR7 ag
COc1ccc(C(=O)N(Cc2ccc(OS(=O)(=O)c3ccc(F)cc3)cc2)C(C)C)cc1,-6,-7,·
O=c1sc(/C=N\Nc2ccccc2)c(Cl)n1-c1ccccc1,-7,-4,-4
CCCCNC(=O)c1ccc(-c2ccn[nH]2)o1,·,-4,-2
COC(=O)c1sccc1NC(=O)COc1ccccc1OC,·,-4,2
CN(C)C(=O)C(OC(=O)c1ccc(Cl)cc1Cl)c1ccccc1 (stereo not given),·,-7,2
CC1CN(Cc2cn3cc(Cl)cc(Cl)c3n2)CCO1 (stereo not given),·,3,9
c1cnc(NCc2ccccc2CN2CCOCC2)nc1,-7,-5,1
O=C(NCc1cccc(C(F)(F)F)c1)c1cc(-c2ccccc2Cl)nn1-c1ccc(F)cc1,-5,-2,20
COc1ccc(-c2nnc(NC(=O)C(Cc3ccccc3)NC(=O)Nc3ccccc3Br)s2)cc1 (stereo not given),-3,-6,2
Cc1cc(C)c(C)c(S(=O)(=O)N2CC(C)OC(C)C2)c1C (stereo not given),-7,-1&-10,-3&1
COCCNc1nc(Nc2ccc(OC)cc2)c2nccnc2n1,·,-1,0
N#Cc1ccccc1S(=O)(=O)Cl,·,-4,3
Cc1n[nH]c(C)c1S(=O)(=O)NCCOc1ccc(-c2ccc(F)cc2)nn1,-3,-5,-5
COc1ccc(S(=O)(=O)NCCn2ncccc2=O)c(OC)c1,·,-9,2
COc1ccc(NC(=O)Cn2cc(-c3nnc(-c4ccccc4)o3)c3ccccc32)cc1,-8,-7,2
CCOC(=O)N1CCN(Cc2nc(-c3ccccn3)no2)CC1,·,-8&-7,4&15
CC(=O)c1c(O)cc(O)cc1O,·,10,-14
C=CCNc1oc(COc2ccc(OC)cc2)nc1C#N,·,-7,0
COc1cccc(Cn2cccc2CN(C(=O)CN(CC(C)C)C(=O)c2cc(Cl)cc(Cl)c2)C(C)(C)C)c1,-3,-3,-4
O=C(O)c1cc2ccsc2[nH]1,5,6,·
O=C(NCc1ccccc1)c1coc(CN(Cc2ccccc2)Cc2cccc(F)c2)n1,-6,-1,19
Cc1ccc2nc(SCC(=O)N3CC(C)OC(C)C3)nc(=O)n2c1 (stereo not given),-8,-8,-5
COc1ccc2c(c1)Cc1c-2nc2ccccc2c1C(=O)N1CCN(CCO)CC1,·,-14,-1
NC(=O)c1ncnc2c1[nH]c(=O)n2-c1ccccc1F,-6,-7,-2
Cc1cccc(CSc2nc(Oc3cc(C)cc(C)c3)cc(C(C)C)n2)c1,-5,-5,1
O=S(=O)(Nc1cccc(-c2nnc3n2CCCCC3)c1)c1cccc2nsnc12,-4,-6,3
